Bioassay records deposited in PubChem by several laboratories.
CAL PDZ FP – CAL PDZ (human) peptide binding inhibition. AID 602252. Q9HD26. purified CAL PDZ, TMR-peptide fluorescence polarization, 1 h. inhibition, % at 24.9 µM. hit rate 0.92% among 300,000;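 active = mean inhibition of at least 30% with at least half of replicates also reaching 30%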;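 note: 0% = DMSO neutral control and 100% = excess unlabeled competitor peptide PRC23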
Keap1-Nrf2 PPI – disrupts human Keap1 binding to Nrf2 peptide; inhibition, % at 9.4 µM; Q14145; AID 504523; Keap1 Kelch-Nrf2 peptide fluorescence polarization, 1536-well; hit rate 0.15% among 340,000; in the data active = inhibition above about 12%;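 note: human Keap1 Kelch domain with fluorescein labeled Nrf2 9mer peptide probe; 0% = neutral control wells and 100% = peptide positive control; higher means more block of Keap1 binding to Nrf2 peptide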
Target sequence (Q14145 whole entry, looked up, the tested form may be a part): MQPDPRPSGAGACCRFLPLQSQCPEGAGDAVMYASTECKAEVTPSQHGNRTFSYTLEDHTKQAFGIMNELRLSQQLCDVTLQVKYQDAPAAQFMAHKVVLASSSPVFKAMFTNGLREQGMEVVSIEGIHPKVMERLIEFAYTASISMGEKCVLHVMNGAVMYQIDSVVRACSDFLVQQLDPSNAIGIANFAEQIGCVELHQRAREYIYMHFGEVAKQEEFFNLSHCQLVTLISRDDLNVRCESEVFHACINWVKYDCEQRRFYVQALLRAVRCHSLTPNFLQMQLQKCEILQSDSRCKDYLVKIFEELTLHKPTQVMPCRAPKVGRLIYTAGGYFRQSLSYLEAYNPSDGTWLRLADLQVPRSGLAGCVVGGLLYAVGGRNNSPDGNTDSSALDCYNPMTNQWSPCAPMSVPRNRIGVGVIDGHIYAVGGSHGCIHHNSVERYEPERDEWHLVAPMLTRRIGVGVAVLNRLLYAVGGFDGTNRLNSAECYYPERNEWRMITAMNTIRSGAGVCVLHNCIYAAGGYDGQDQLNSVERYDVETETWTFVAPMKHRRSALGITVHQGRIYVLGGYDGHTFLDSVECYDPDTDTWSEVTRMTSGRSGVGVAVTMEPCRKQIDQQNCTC
V-ATPase pH – yeast V-ATPase proton transport regulation by pHLuorin; S. cerevisiae, pHLuorin cytosolic pH fluorescence; hit rate 0.37% among 350,000; response, % at 10 µM; AID 504577; in the data active = response mostly above about 7.3%, no sharp cut-off; inactive = mostly below about 5.4%; note: actives read high; inactives centre near 0; some compounds called inactive have numbers as strong as hits; reference of the scale not given here
MOR-DOR ag – agonists of human mu-delta opioid receptor heterodimerization. hit rate 0.3% among 340,000. P35372+P41143. activation, % at 9.3 µM. AID 504326. cells, OPRM1-OPRD1 heterodimerization, luminescence; in the data active = activation above about 18%;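 note: 0% = vehicle-treated cells and 100% = reference agonist; values of inactives mirror those of a sister screen read the other way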
cardiac RTF act – increases calcium sensitivity of human cardiac regulated thin filaments; hit rate 0.24% among 340,000; IANBD-labeled TnC RTF fluorescence at EC20 calcium; 0% EC20 calcium, 100% full calcium; activation, % at 7.2 µM; P19429+P45379;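 active = activation above the mean over all tested compounds plus 3 SD, cut at about 30% in these data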;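 note: rise in fluorescence read as greater calcium sensitivity of cardiac thin filaments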
HTR5A ag – counter-screen for OPRM1-OPRD1 agonists: human HTR5A agonism. P47898. HTR5A agonist assay, luminescence, cell-based. hit rate 0.61% among 340,000. activation, % at 9.3 µM; in the data active = activation mostly above about 9.5%, no sharp cut-off; inactive = mostly below about 7.6%;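 note: 0% = cells with vehicle only and 100% = reference agonist; strong numbers were not always called active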
Target sequence (P47898 whole entry, looked up): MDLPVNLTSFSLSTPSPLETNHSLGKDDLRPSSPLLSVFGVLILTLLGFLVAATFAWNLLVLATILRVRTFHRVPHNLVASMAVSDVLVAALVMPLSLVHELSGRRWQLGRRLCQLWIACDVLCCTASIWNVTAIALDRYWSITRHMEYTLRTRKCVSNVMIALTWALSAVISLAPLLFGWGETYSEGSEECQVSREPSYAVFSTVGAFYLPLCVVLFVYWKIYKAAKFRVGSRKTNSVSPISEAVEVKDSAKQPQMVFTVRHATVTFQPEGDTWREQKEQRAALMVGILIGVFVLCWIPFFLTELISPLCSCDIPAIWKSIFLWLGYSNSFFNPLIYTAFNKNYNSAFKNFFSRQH
MOR-DOR inv ag – inverse agonist of human OPRM1-OPRD1 heterodimerization. AID 504357. P35372+P41143. inhibition, % at 9.3 µM. cell-based MOR-DOR heterodimer luminescence, inverse agonism. hit rate 0.21% among 340,000; in the data active = inhibition above about 22%, passing the limit was not always enough;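 note: 0% = cells with DMSO and 100% = wells without cells with DMSO; values of inactives mirror those of a sister screen read the other way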
RTF Ca sens inh – cardiac RTF calcium desensitization; IANBD-labeled cardiac RTF, Ca2+ fluorescence; inhibition, % at 7.15 µM; AID 493244; hit rate 0.12% among 340,000;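 active = inhibition above the mean inhibition of all tested compounds plus 3 SD, cut at about 17% in these data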;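 note: assay run at fixed EC70 calcium of 1.6 mM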
C-LANA FP – blocks KSHV LANA C-terminal domain binding to DNA | MBP-C-LANA/FAM-LBS DNA binding, fluorescence polarization | AID 504423 | hit rate 0.078% among 340,000 | inhibition, % at 9 µM;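 active = highest replicate inhibition at or above 60% at 9 µM, even if other replicates fall short; inactive = all replicates below 60% inhibition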;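 note: 0% = neutral control wells and 100% = 4 µM acridine orange control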
HTR5A inv ag – inverse agonist of human HTR5A in OPRM1-OPRD1 counter-screen; P47898; HTR5A cell line, luminescence, inverse agonism; inhibition, % at 9.3 µM; hit rate 0.083% among 340,000; AID 504634; in the data active = inhibition mostly above about 23%, no sharp cut-off; inactive = mostly below about 18%;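 note: 0% = cells with DMSO and 100% = no-cell wells with DMSO; some compounds called inactive have numbers as strong as hits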
The depositor's hits bear a star; · = no result given. This is a random part of the collection. About 2.8% of those tested had a hit in this group.

SMILES	CAL PDZ FP	Keap1-Nrf2 PPI	V-ATPase pH	MOR-DOR ag	cardiac RTF act	HTR5A ag	MOR-DOR inv ag	RTF Ca sens inh	C-LANA FP	HTR5A inv ag
CCN(CC)S(=O)(=O)c1ccc(C)c(NC(=O)COC(=O)CCC(=O)c2cccs2)c1	·	1	-2	-0.2	1	-2	1	-6	-0.4	11
CS(=O)(=O)c1ccc(Cl)c(NC(=O)CSc2n[nH]c(N)n2)c1	3	-8	-1	-1.0	-6	2	5	7	-2.1	-10
O=C(NCCN1CCOCC1)c1noc2c1CCc1ccccc1-2	·	-3	1	-0.5	0	0	3	-7	-0.1	-5
COc1ccc(S(=O)(=O)N2CCC(C(=O)Nc3ccccc3N3CCCC3)CC2)cc1OC	-3	-4	-1	-0.1	-1	-1	1	-10	0.0	16
COC(=O)[C@@]12CCCCN1[C@H](c1ccc(SC3CCCCC3)cc1)[C@H]1C(=O)N(C)C(=O)[C@H]12	-5	-7	-2	-1.2	-6	1	5	3	-2.0	6
CC(C)(C)c1ccc(N2C(=O)CC(C/C=C/c3ccccc3)C2=O)cc1 (configuration not stated)	·	-4	2	-2.4	2	1	12	-3	-0.3	-19
O=C(NCCN1CCCC1)c1ccc(Cl)cc1	0	-2	8	-0.1	-3	-4	0	-4	1.0	3
COc1cccc(C(c2nnnn2Cc2ccco2)N2CCN(c3cccc(C)c3C)CC2)c1OC (configuration not stated)	-4	-2	0	0.9	-3	0	-5	-9	0.1	-18
Cc1cccc(NC(=O)CN2C(=O)N/C(=C/c3cc(C)n(-c4cccnc4)c3C)C2=O)c1	74*	-5	-2	-1.2	-1	-2	7	-6	-0.5	4
Cc1ccc2c(c1)NC(=O)C(CC(=O)Nc1ccc(CN3CCC(C)CC3)cc1)O2 (configuration not stated)	·	-7	2	-0.8	1	-4	4	-5	0.1	10
CC(=O)Nc1ccc2nc(-c3cccnc3)[nH]c2c1	-5	-1	3	-0.5	-2	1	3	5	-1.2	-18
Cc1cccc2cccnc12	-5	-2	0	-3.1	0	-1	17	-3	-1.0	3
CC(=O)c1ccc(NC(=O)CSc2nc(=O)n3cccc(C)c3n2)cc1	1	-3	2	-2.3	-2	1	11	-5	0.8	6
COc1ccc(OC)c(NC(=O)CSc2nc(=O)n(CCN3CCOCC3)c3c2CCC3)c1	-3	3	0	-3.5	1	1	17	-6	-0.5	0
Cc1ccc(C(=O)NC23CC4CC(CC(C4)C2)C3)c(Cl)c1	0	-2	5	4.3	1	4	-20	-2	-0.4	-16
COC(=O)[C@@]12CCCN1[C@H](c1ccc(-c3cccc(Cl)c3)c(OC)c1)[C@H]1C(=O)N(C)C(=O)[C@H]12	4	-7	0	1.4	3	6	-8	-2	0.6	-6
O=C1CC(c2ccccc2)=NN1c1nc(-c2ccccc2)cs1	2	-5	2	-3.0	4	0	15	4	0.4	-1
CC1(c2nnc(-c3cccc(Cl)c3)o2)CC(c2ccc(Br)cc2)=NO1 (configuration not stated)	-2	1	0	-1.6	-1	5	8	8	0.0	-7
CN(C)CCCN1C(=O)c2oc3ccccc3c(=O)c2C1c1cccs1 (configuration not stated)	·	-1	0	0.3	4	-1	-2	-15	2.0	-32
O=C(NC1CC1)c1cc2cc(Br)ccc2s1	-4	3	5	-0.9	0	3	5	-1	-0.8	2
CCOC(=O)c1cn2nc(Oc3ccc(C(=O)OC)cc3)ccc2n1	-7	2	-3	-2.0	-2	5	10	1	0.3	-7
O=C(O)c1ccc2c(c1)C(=O)/C(=C\c1ccco1)C2=O	-4	1	0	-1.2	-12	-4	8	20*	70*	11
O=C(Nc1ccc(CN2CCCCC2)cc1)c1sc2ccccc2c1Cl	-6	-3	-2	-1.1	12	-5	6	6	-0.4	14
CCC1CCCCN1CCCNC(=O)c1ccc(CS(=O)(=O)Cc2ccccc2F)o1 (configuration not stated)	-6	-3	-1	-0.8	-7	5	4	4	0.8	-20
Nc1c(C(=O)NC2CCCC2)c2nc3ccccc3nc2n1/N=C/c1ccco1	-7	3	-4	-2.4	6	2	12	-4	0.7	-6
COCCCNC(=O)c1oc2ccc(S(=O)(=O)N3CCOCC3)cc2c1C	-1	-4	4	0.0	-2	-1	0	-15	-1.3	0
Cn1cnc([N+](=O)[O-])c1Sc1nc(N)nc2c1ncn2Cc1ccccc1	-2	2	-2	-5.4	-1	2	26	4	0.0	-7
CS(=O)(=O)c1ccc2nc(NC(=O)CN3CCN(Cc4ccccc4)CC3)sc2c1	·	2	2	-2.3	4	2	12	-5	-1.3	-1
COc1cc2[nH]c(C(=O)N3CC(C)OC(C)C3)cc2c(OC)c1OC (configuration not stated)	-2	1	-1	-0.9	-12	-1	4	-5	-8.2	3
COc1ccccc1-c1nnc(SCC(=O)N2CCCC2)o1	8	-1	2	-1.4	-7	13	9	-2	1.1	-37
C/C(=N\NC(=O)c1cccc([N+](=O)[O-])c1)c1ccncc1	·	3	-3	-1.4	2	-2	8	-7	3.0	7
CCOc1cc(CNc2cccc3[nH]c(C)nc23)ccc1OC	1	3	-2	-0.8	-3	0	4	-9	-0.7	1
CN(CCCNS(=O)(=O)c1cccc2cccnc12)Cc1ccccc1	·	-4	-1	-0.2	7	1	1	-2	0.0	-3
NC1=NC2(CCCCC2)N(c2ccc(F)cc2F)C(N)=N1	0	-3	2	1.0	1	2	-7	5	0.2	-6
CC(C)c1ccc(NC(=O)c2cc(S(=O)(=O)NCC3COc4ccccc4O3)ccc2F)cc1 (configuration not stated)	-2	-4	4	5.9	9	9	-33	0	-1.1	-32
CC(=O)c1ccc(S(=O)(=O)N(C)CCCC(=O)N(C)Cc2c(F)cccc2Cl)cc1	1	-7	5	-3.1	-4	-2	16	-12	-0.6	5
O=P1(Nn2cnnc2)C=C(c2ccccc2)OC(c2ccccc2)=C1	-3	5	-2	1.1	3	3	-7	4	3.0	-7
CCc1ccc(NC(=O)NCCN2CCCCC2)cc1	1	0	0	-2.8	-4	-4	13	4	0.7	13
CCN(CC)CCNC(=O)C(=O)Nc1cc2c3c(c1)CCC(=O)N3CCC2	1	-8	-2	-3.1	1	-5	16	-7	-1.0	20
O=C(Cc1cccc2ccccc12)Nc1ccccc1	-9	4	0	-0.6	1	1	3	-1	-0.9	17
CC1=NN(c2nc(C)cc(C)n2)C(=O)C1CCC(C)C (configuration not stated)	·	3	·	-1.4	-6	-2	8	-7	-0.9	-25
COCCCNC(=O)c1c(NC(=O)C2COc3ccccc3O2)sc2c1CCCC2 (configuration not stated)	2	3	1	-1.3	5	-1	7	-5	1.8	-11
CN(C)c1ccc(/C=N/n2c(COc3ccccc3)n[nH]c2=S)cc1	-3	-5	0	2.4	-5	-2	-15	-2	0.9	29
COc1ccc(/C=C(/NC(=O)c2ccccc2)C(=O)N/N=C/c2sccc2C)cc1	0	-2	-2	-1.3	0	2	9	-24	-0.4	-7
Cc1cc(N2CC(=O)N(CCc3ccccc3)C(=O)C2)n2ncnc2n1	-2	-8	8	-0.9	6	2	5	-2	-0.1	8
CN(c1ccccc1)S(=O)(=O)c1ccc(Cl)c(C(=O)NC2=NCCS2)c1	-7	3	-5	-0.7	-2	-3	4	0	1.5	10
O=C(CNC(=O)c1ccccc1)Sc1ccccc1	7	-52	3	-0.5	-1	2	3	-2	0.0	-9
Cc1ccc(-c2noc(CSc3nc(N)cc(N)n3)n2)cc1	-2	-1	1	-0.1	-1	4	0	-4	-0.2	-13
CCOC(=O)c1c(S(=O)(=O)N2CCCC(C(=O)Nc3ncccc3C)C2)c(C)n(C)c1C (configuration not stated)	0	-4	1	-1.4	-2	0	8	0	-0.5	-16
C/C(=N\NC(=S)NCc1ccccc1)c1ccccc1F	-3	4	-3	0.4	0	-1	-2	-3	0.7	2
COC(=O)c1ccc(C(=O)OC)c(NC(=O)CN2CCN(c3ccccc3)CC2)c1	-3	-6	-2	-3.2	6	3	18	0	1.1	-8
O=C(CCN1C(=O)c2ccccc2S1(=O)=O)Nc1ccc(Cl)cc1	-3	3	5	-0.1	4	0	1	-11	-2.1	1
O=C(CS(=O)(=O)c1ccc2ccccc2c1)Nc1ccccc1Cl	1	-1	-1	-0.6	2	3	4	-8	-0.5	10
COc1cccc(C(=O)NCCCNC(=O)c2cccnc2)c1	5	0	-2	-1.2	4	0	8	3	-0.5	-11

Twelve structures out of the list, arranged by length of the SMILES, descending:
SMILES	CAL PDZ FP	Keap1-Nrf2 PPI	V-ATPase pH	MOR-DOR ag	cardiac RTF act	HTR5A ag	MOR-DOR inv ag	RTF Ca sens inh	C-LANA FP	HTR5A inv ag
COc1ccc(/C=C(/NC(=O)c2ccccc2)C(=O)N/N=C/c2sccc2C)cc1	0	-2	-2	-1.3	0	2	9	-24	-0.4	-7
COC(=O)c1ccc(C(=O)OC)c(NC(=O)CN2CCN(c3ccccc3)CC2)c1	-3	-6	-2	-3.2	6	3	18	0	1.1	-8
CN(c1ccccc1)S(=O)(=O)c1ccc(Cl)c(C(=O)NC2=NCCS2)c1	-7	3	-5	-0.7	-2	-3	4	0	1.5	10
COCCCNC(=O)c1c(NC(=O)C2COc3ccccc3O2)sc2c1CCCC2 (configuration not stated)	2	3	1	-1.3	5	-1	7	-5	1.8	-11
Cc1cc(N2CC(=O)N(CCc3ccccc3)C(=O)C2)n2ncnc2n1	-2	-8	8	-0.9	6	2	5	-2	-0.1	8
O=C(CCN1C(=O)c2ccccc2S1(=O)=O)Nc1ccc(Cl)cc1	-3	3	5	-0.1	4	0	1	-11	-2.1	1
O=C(CS(=O)(=O)c1ccc2ccccc2c1)Nc1ccccc1Cl	1	-1	-1	-0.6	2	3	4	-8	-0.5	10
Cc1ccc(-c2noc(CSc3nc(N)cc(N)n3)n2)cc1	-2	-1	1	-0.1	-1	4	0	-4	-0.2	-13
CC1=NN(c2nc(C)cc(C)n2)C(=O)C1CCC(C)C (configuration not stated)	·	3	·	-1.4	-6	-2	8	-7	-0.9	-25
COc1cccc(C(=O)NCCCNC(=O)c2cccnc2)c1	5	0	-2	-1.2	4	0	8	3	-0.5	-11
C/C(=N\NC(=S)NCc1ccccc1)c1ccccc1F	-3	4	-3	0.4	0	-1	-2	-3	0.7	2
O=C(Cc1cccc2ccccc12)Nc1ccccc1	-9	4	0	-0.6	1	1	3	-1	-0.9	17
